PABP1 MLLE inh: blocks PAM2 peptide binding to the PABP1 MLLE domain; P11940; GST-MLLE / FITC-PAM2 fluorescence polarization; inhibition, % at 20 µM; 360,000 tested, 0.36% active; in the data active = inhibition above about 35%, passing the limit was not always enough;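 note: plate controls were DMSO wells with GST-MLLE for no effect and wells lacking GST-MLLE protein for full effect; some results filed as inactive read as strong as hits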
CSN inh: CSN deneddylation inhibition; Q92905; Purified CSN, SCF-Nedd8-OG deneddylation, fluorescence polarization; inhibition, % at 12.5 µM; 360,000 tested, 0.38% active;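 active = pattern-corrected inhibition above about 35%, with an unprinted fluorescence ratio check between 0.5 and 1.5, limit read from the data, passing the limit was not always enough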;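 note: 0% = enzyme with substrate and 100% = substrate without enzyme; some results filed as inactive read as strong as hits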
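assay system = purified human Csn5 enzyme expressed in HEK293T cells | amount = 0.24 nM enzyme | buffer or medium = Tris/NaCl/DTT buffer, pH 7.5 | reagent = 10 nM SCFSkp2-Nedd8OG | compound = one concentration, 12.5 µM, 0.25% DMSO | times = 90 min reaction at room temperature | signal = FP | read-out basis = % inhibition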
Rin1-Abl PPI inh: blocks binding of human Rin1 to Abl; TR-FRET Rin1/Abl binding, biochemical; inhibition, % at 7.35 µM; 360,000 tested, 0.4% active; AID 588664; in the data active = inhibition above about 5%, passing the limit was not always enough
TbMetRS inhib: Trypanosoma brucei MetRS inhibition; purified T. brucei MetRS, ATP depletion, Kinase-Glo luminescence; inhibition, % at 11.9 µM; 360,000 tested, 0.4% active; AID 624268;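 active = inhibition above a per-plate cutoff of the control wells' mean inhibition plus 3 SD, cut at about 5.5% in these data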;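 note: 0% = DMSO wells median and 100% = median of wells with control inhibitor compound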
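System: purified T. brucei MetRS enzyme / Detection: Kinase-Glo luciferase luminescence reporting remaining unconsumed ATP / Medium: HEPES buffer with MgCl2, KCl, DTT, spermine, BSA, pyrophosphatase / Replication: singlicate, one well per compound / Evaluation: percent inhibition relative to median high and low control wells / Schedule: 2 h aminoacylation at 25 °C after 15 min preincubation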
FAS TE block: FAS thioesterase (human) inhibition; inhibition, % at 15 µM; recombinant FAS-TE, OMFH fluorogenic substrate, fluorescence endpoint; AID 602261; 360,000 tested, 0.67% active; P49327;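 active = compounds whose normalised, plate-corrected inhibition of enzyme fluorescence in the single-dose primary screen is 50% or more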;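 note: 0% = DMSO with enzyme and 100% = substrate without enzyme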
E coli Lon inh: E. coli protease La inhibition. P0A9M0. inhibition, % at 7.94 µM. 360,000 tested, 0.42% active. AID 602123. purified E. coli Lon protease, fluorescence polarization; in the data active = inhibition above about 13%, passing the limit was not always enough;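 note: 0% = enzyme with probe and DMSO and 100% = no enzyme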
Target sequence (P0A9M0 whole entry, looked up): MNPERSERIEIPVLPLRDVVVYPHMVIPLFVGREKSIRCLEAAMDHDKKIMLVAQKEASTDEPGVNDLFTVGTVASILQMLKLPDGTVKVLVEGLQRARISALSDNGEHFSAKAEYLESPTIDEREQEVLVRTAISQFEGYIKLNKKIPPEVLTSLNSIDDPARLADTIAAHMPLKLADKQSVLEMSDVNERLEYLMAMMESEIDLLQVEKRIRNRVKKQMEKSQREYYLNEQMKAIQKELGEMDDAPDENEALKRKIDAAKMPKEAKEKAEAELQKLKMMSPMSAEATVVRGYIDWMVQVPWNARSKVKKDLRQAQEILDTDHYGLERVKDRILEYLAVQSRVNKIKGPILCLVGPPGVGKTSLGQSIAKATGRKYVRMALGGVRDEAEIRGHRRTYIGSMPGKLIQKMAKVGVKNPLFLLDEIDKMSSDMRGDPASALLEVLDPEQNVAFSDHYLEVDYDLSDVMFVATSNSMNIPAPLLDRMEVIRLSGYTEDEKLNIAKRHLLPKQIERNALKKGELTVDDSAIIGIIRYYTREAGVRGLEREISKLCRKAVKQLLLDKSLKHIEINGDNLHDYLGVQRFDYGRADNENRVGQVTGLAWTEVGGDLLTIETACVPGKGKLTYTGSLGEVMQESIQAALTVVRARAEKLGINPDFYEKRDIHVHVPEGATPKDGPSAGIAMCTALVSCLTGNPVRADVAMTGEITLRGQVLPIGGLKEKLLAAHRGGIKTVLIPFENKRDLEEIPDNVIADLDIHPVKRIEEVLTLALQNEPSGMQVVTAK
MsrA inhibitor: inhibits bovine methionine sulfoxide reductase A | purified bovine MsrA, absorbance read-out | inhibition, % at 15.5 µM | 360,000 tested, 0.75% active; in the data active = inhibition above about 4.5%;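 note: 0% = vehicle wells with enzyme and 100% = reference inhibitor wells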
Neddyl block: inhibitors of human cullin neddylation; TR-FRET cullin neddylation, biochemical; 360,000 tested, 0.58% active; calls only at 25 µM; in the data active = inhibition above about 36%
MsrA act: activates bovine MsrA enzyme; purified bovine MsrA, absorbance read-out; activation, % at 10.6 µM; 360,000 tested, 0.3% active; in the data active = activation above about 7.5%;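 note: 0% = vehicle and 100% = reference activator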
Active calls of the source: *; i = inactive; / = not tested or not shown; & = joins results of further samples.

SMILES	PABP1 MLLE inh	CSN inh	Rin1-Abl PPI inh	TbMetRS inhib	FAS TE block	E coli Lon inh	MsrA inhibitor	Neddyl block	MsrA act
Cc1ccc(-c2cc(C(=O)O)c3sc(N4CCCCC4)nc3n2)cc1	11	-7	-4	-0.2	-13	-16	2.4	/	0
CC(=O)c1ccc(NC(=S)Nc2ccc3[nH]c(=O)[nH]c3c2)cc1	26	2	0	-0.4	-9	-3	2.4	i	-3
CC(c1nccs1)N(C)C(=O)c1ccc(OC2CCN(CCc3ccccc3)CC2)cc1 (stereo not drawn)	-1	2	8	-0.2	-4	1	0.9	i	0
Cc1ccc(C(=O)N2CCN(Cc3nc4sc5c(c4c(=O)[nH]3)CCCC5)CC2)cc1	-2	3	0	-0.2	-31	0	0.7	i	-1
COc1cccc(C2(O)CCN(C(=O)C(C)C)CC2)c1	7	4	-3	0.1	-1	-7	-0.2	i	-3
COc1ccc(N2CCN(C(=O)c3cc(=O)[nH]c4ccccc34)CC2)cc1	-4	-4	2	-0.3	-1	-9	1.0	i	-4
COc1cccc(OC)c1C(=O)N1CCN(C(=O)c2ccc(-c3ccccc3)cc2)CC1	2	-6	0	-0.7	-5	4	-0.2	i	0
Cc1nc(SCC(=O)NC2CCCCC2)[nH]c(=O)c1C	-2	3	-2	-0.3	-4	-6	-2.2	i	-5
CC(C)[C@H]1COCCS(=O)(=O)N1Cc1cccc(Cl)c1	7	4	2	-0.3	-5	-9	0.9	i	-1
CCN(CC)CCNS(=O)(=O)c1ccc2c3c(cccc13)C(=O)N2	4	5	-9	-0.4	-4	-10	1.1	/	-3
Cc1ccc(NC(=O)C(=O)NCCCN2CCOCC2)c(C)c1	1	-2	0	-0.8	-4	-12	0.9	i	-4
COc1ccc(OC)c(C(c2nnnn2CC2CCCO2)N2CCN(C)CC2)c1 (stereo not drawn)	-13	-3	-1	-1.5	-9	-6	-0.1	i	-12
CC1=C(C(=O)OCc2ccccc2)C(c2cccnc2)c2c(n(C)c(=O)n(C)c2=O)N1 (stereo not drawn)	6&7	-4&-5	6&0	-0.1&-0.3	0&-2	2&3	1.3	i	-7&-2
O=C(COC(=O)c1ccc([N+](=O)[O-])cc1)Nc1cccnc1Cl	-6	-1	2	-0.5	0	9	-0.9	i	-6
Cc1cc(Br)c(NC(=O)COC(=O)CSc2nnc(-c3ccc(Cl)cc3)o2)c(Br)c1	-44	-3	0	0.2	-5	2	-0.4	i	-4
O=C1NN(c2ccccc2)C(=O)C1=Cc1ccccc1O	25	-5	1	-0.3	-10	5	1.1	i	-3
CN(C)c1nnc(-c2ccc(Cl)cc2)o1	-11	3	-3	0.3	0	7	0.9	/	-2
Cc1cccc(OCc2nnc(SCC(=O)Nc3cccc(C(=O)N4CCOCC4)c3)n2C)c1C	-3	-1	0	-0.2	-4	-2	1.1	i	-1
COc1cc(OC)nc(Nc2nc(C(N)Cc3ccccc3)cs2)n1 (stereo not drawn)	5	-1	1	-0.3	-6	-12	-0.5	i	-2
O=C(NC1CCC(O)CC1)c1ccccc1OCc1ccc(F)cc1 (stereo not drawn)	-3	1	-2	0.3	2	-8	1.0	i	-2
Cc1ccccc1CNCc1cccnc1	12	6	-9	-1.3	-5	2	-0.9	i	-7
CC(C)(C)C(=O)Nc1c2c(nn1-c1ccccc1)CSC2	22	-5	-2	-0.4	-5	-6	-0.4	i	-4
CSc1ccc(CNC(C)(C)CO)cc1	-5	-6	2	-0.7	-4	2	-0.8	i	-5
CC(C)N(C(=O)CN1C(=O)NC2(CCCCCC2)C1=O)C(C)C	-3	-2	1	-0.2	-6	-6	0.0	i	-2
N#CCCN(C(=O)Nc1ccccc1)C1CCCCC1	-18	-2	2	-0.3	-8	-7	1.2	i	-3
Cc1ncoc1C(=O)Nc1ccccc1C(N)=O	-2	9	2	-1.6	-2	1	0.2	i	-3
CC1CCN(S(=O)(=O)c2ccc(NC(=O)CSc3nnnn3C)cc2)CC1	-4	5	-2	-0.2	-6	5	-0.5	i	-2
Cc1cc(Br)cn2c(Cc3ccsc3)c(-c3ccco3)nc12	13	7	-24	-0.1	-1	5	-0.3	i	-4
Nc1nc(NCc2ccco2)nc(N2CCN(Cc3ccccc3)CC2)c1[N+](=O)[O-]	10	-1	-1	-0.7	20	5	1.3	i	-3
O=S(=O)(c1ccccc1Br)N1CCN(c2ncccn2)CC1	-5	2	2	-0.7	13	-7	-0.5	i	-2
CCOC(=O)c1cnc2ccc(OCC)cc2c1NCc1cccnc1	-3	-2	-3	-0.1	-9	-4	-0.1	i	0
C[C@]12CCC[C@H](O1)[C@H]([C@@H](O)c1ccccc1)O2	-8	-2	7	-0.6	-13	5	/	i	-12
CCOc1ccc(NS(=O)(=O)c2ccc(C(=O)N3CC(C)OC(C)C3)cc2)cc1 (stereo not drawn)	-4	-5	8.9*	-0.1	-2	-8	0.1	i	0
Cc1ccc(-c2ccc(C(=O)Nc3cccc(F)c3)o2)c2ccccc12	17	8	5	-0.3	28	2	2.3	i	7
CC1CCN(CCCNC(=O)C2CCC(CNS(=O)(=O)c3cccc4nsnc34)CC2)CC1 (stereo not drawn)	6	-4	-8	-0.5	-4	-10	0.8	i	-2
CCN(C(=O)C(C)Sc1ccc(S(=O)(=O)N2CCOCC2)cn1)c1ccccc1 (stereo not drawn)	30	-2	-2	-0.4	2	1	0.9	i	0
COc1ccccc1NC(=O)C1CCCN(C(=O)NCc2ccccc2)C1 (stereo not drawn)	-3	3	3	-0.3	-2	5	-0.1	i	-2
CCN(Cc1ccc(OC)c(F)c1)C(C)C(=O)Nc1ccc(S(=O)(=O)N2CCCC2)cc1 (stereo not drawn)	-36	3	5	-0.5	25	-8	-0.2	i	-14
COC(=O)C1(C(=O)OC)c2ccccc2N(S(=O)(=O)c2ccc(C)cc2)C1CC(=O)c1ccccc1 (stereo not drawn)	/	4	/	0.2	/	/	0.3	i	/
Cc1ccn2c(C(=O)N/N=C\c3ccccc3[N+](=O)[O-])c(C)nc2c1	-14	1	-3	-0.6	-6	-3	3.0	i	-2
O=C(CCCc1nc(-c2ccccc2)no1)NC1CCCCC1	-1	-1	0	0.6	-3	-7	0.1	i	-4
COc1ccc(NC(=O)Nc2cccc3c2O[C@H](CN(C)S(=O)(=O)c2ccc(OC)cc2)[C@@H](C)CN([C@H](C)CO)C3=O)cc1	8	3	1	-0.7	5	-3	0.6	i	-3
Cc1ccc(NC(=O)Cn2cccc2)cc1	-2	-1	0	-1.1	-4	-4	0.3	i	-2
CCOc1ccc(N2C(=O)Nc3ccccc3C2(O)C(=O)NCc2ccc(C)cc2)cc1 (stereo not drawn)	-1	-3	2	0.1	-4	5	-1.2	i	-2
COCC(=O)Nc1ncc(S(=O)(=O)c2ccc([N+](=O)[O-])cc2)s1	21	-3	-6	-0.6	0	-7	3.4	i	-1
CCN1CCN(c2cc(C)c3cc(NC(=O)c4cccc(OC)c4)ccc3n2)CC1	-9	-2	-2	0.8	1	-3	-0.7	i	-1
Cc1c(CC(=O)O)c(=O)oc2cc3c(cc12)CCC(C)(C)O3	9	1	0	-0.7	-4	4	1.7	/	-8
Cc1cccc(NS(=O)(=O)c2ccc3[nH]c(=O)oc3c2)c1C	-7	-3	0	-0.2	-3	-9	-0.5	i	-2
CCOC(=O)c1nn(-c2ccc(OCC)cc2)c2nc(CC(C)C)c(C#N)c(=O)n12	4	-6	1	-1.9	24	-2	0.4	/	-15
CCc1ccc2c(c1)NC(=O)C2(C)Cc1ccccc1 (stereo not drawn)	-13	3	-7	-0.4	1	3	0.9	i	-6
Cc1ccc(/C=C/C(=O)N2CCN(S(=O)(=O)/C=C/c3ccccc3)CC2)o1	-1	1	4	-0.5	3	10	0.8	i	-4
COc1cc2c(=O)c(-c3ccc(O)cc3)coc2cc1OC1OC(CO)C(O)C(O)C1O (stereo not drawn)	-2	5	2	-0.1	-8	-3	1.4	i	-2
O=C(Cn1c2c(sc1=O)C1c3ccccc3OCC1CS2)Nc1ccc(Cl)cc1 (stereo not drawn)	6	-4	2	1.4	16	-14	0.5	i	-1
O=c1c2cc(Br)ccc2nc(-c2ccccc2)n1O	2	1	-1	0.0	3	-4	1.8	i	-2
N=C(N=C(N)N)N1CCc2ccccc21	-10	8	0	-0.7	-9	5	0.1	i	-3
CC(C)c1ccc(C2NC(C(=O)O)CS2)cc1 (stereo not drawn)	16	-5	-2	-0.8	-6	3	-1.0	i	-4
CCOc1ccc(Cl)cc1C(c1c(C)[nH][nH]c1=O)c1c(C)[nH][nH]c1=O	-40	-1	0	0.5	-6	0	0.4	i	-5
CCCN1C2CCCC1CC(NC(=O)NC1CCCCC1)C2 (stereo not drawn)	-1	2	4	-0.1	-7	0	1.4	i	0
COc1ccc(NC(=O)c2cc(-c3cc(Cl)ccc3OC)n[nH]2)c(C)c1	1	1	-1	-0.1	20	13	0.0	i	-3
Cc1ccc(-c2cc(-c3ccccc3Cl)[nH]n2)c(O)c1	-3	-2	1	-0.1	21	2	0.3	i	6
COc1ccccc1NC(=O)C/C(C)=N/NC(=O)COc1c(Br)cc(Br)cc1OC	-3	7	-1	-0.2	12	2	1.3	i	-8
COc1ccc(OCC(=O)NS(=O)(=O)c2ccc(Cl)cc2)cc1	-12	-3	2	-0.1	-6	-7	-0.5	i	-2

Screens deposited in PubChem by several laboratories.
